Screens from PubChem.
Pf growth 48h – P. falciparum growth inhibition at 48 hours (one generation). P. falciparum luciferase growth in erythrocytes, 48 h. Potency, µM (highest dose often 28.7 µM), for the others: at the highest dose activity change, negative = inhibition, hits mostly inhibitors. 310,000 tested, 5.9% active. AID 504832
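Parasite viability was followed by luminescence of a genomically integrated firefly luciferase. Cultures held 0.1% parasitemia at 2% hematocrit (final), incubated under 5% CO2 at 37 C.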
HCV inh – blocks hepatitis C virus. Potency, µM (series often up to 41.8 µM), without a hit: at the top dose activity change, negative = inhibition, usual class: inhibitors. 340,000 tested, 3.4% active. Huh7.5.1 HCVcc-Cre infection, luciferase reporter, 44 h. AID 651820
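A cell-based infection assay in which seeded cells (1,000 per well) receive test compound after 4 h, are inoculated with HCVcc-Cre at approximately 0.5 moi, and are incubated 44 h before luminescence detection.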
Sm TGR inh – S. mansoni TGR enzyme inhibition | purified TGR, DTNB reduction, TNB absorbance 405 nm | Potency, µM (series often up to 114 µM), without a hit: top-dose activity change, negative = inhibition, hits mostly inhibitors | Q962Y6 | 360,000 tested, 3% active; note: nearly all actives have a fitted effect of over 60% in size
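Kinetic colorimetric format: TGR-catalysed, NADPH-driven DTNB reduction monitored via TNB absorbance. Enzyme dispensed at 20 nM; compound exposure 15 min at room temperature before reaction start.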
Pf growth 96h – P. falciparum growth inhibition at 96 hour, primary screen for plastid delayed-death inhibitors; P. falciparum luciferase reporter growth, 96 h; Potency, µM (series often up to 28.7 µM), inactives show at the highest dose activity change, negative = inhibition, usual class: inhibitors; 320,000 tested, 6.9% active; AID 504834
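P. falciparum expressing integrated firefly luciferase, in erythrocytes at 2% hematocrit, 0.05% parasitemia, incubated with compounds 96 h at 37 C, 5% CO2. Growth inhibition read as loss of luminescence; two-generation exposure targets delayed-death apicoplast inhibitors.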
TbPYK inhibitor – inhibitors of Trypanosoma brucei pyruvate kinase | Potency, µM (doses to about 76.8 µM), for the others: at the top dose activity, negative = inhibition, actives largely listed as inhibitors | Q57TT1 | 410,000 tested, 0.12% active | AID 624173 | TbPYK enzyme, Kinase-Glo Plus ATP luminescence, 45 min; note: nearly all actives have a fitted effect of over 50% in size
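Glycolytic pyruvate kinase of T. brucei was incubated with substrate, test compound and 130 uM ADP for 45 minutes at room temperature. Luminescent Kinase-Glo Plus signal was measured after 10 minutes.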
LmPK inhibitor – LmPK (Leishmania mexicana) enzyme inhibition | Potency, µM (highest dose often 57.5 µM), inactives show at the highest dose activity change, negative = inhibition, actives largely listed as inhibitors | 290,000 tested, 0.37% active | purified LmPK, Kinase-Glo ATP luminescence, 1 h
Target sequence (Q27686 whole entry, looked up): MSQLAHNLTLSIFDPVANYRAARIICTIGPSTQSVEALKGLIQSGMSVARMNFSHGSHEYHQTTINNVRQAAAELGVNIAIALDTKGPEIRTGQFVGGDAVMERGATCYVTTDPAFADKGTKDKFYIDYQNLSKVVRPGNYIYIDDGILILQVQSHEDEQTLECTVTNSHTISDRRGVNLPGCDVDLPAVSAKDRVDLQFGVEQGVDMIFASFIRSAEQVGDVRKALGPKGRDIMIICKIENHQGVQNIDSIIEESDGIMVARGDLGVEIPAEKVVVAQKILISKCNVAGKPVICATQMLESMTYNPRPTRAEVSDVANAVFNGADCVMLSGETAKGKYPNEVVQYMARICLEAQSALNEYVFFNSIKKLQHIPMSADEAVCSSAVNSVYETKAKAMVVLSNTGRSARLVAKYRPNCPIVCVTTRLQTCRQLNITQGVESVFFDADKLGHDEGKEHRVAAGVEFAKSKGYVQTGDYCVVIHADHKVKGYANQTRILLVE
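qHTS format; LmPK 0.1 nM; substrates PEP 0.5 mM and ADP 0.1 mM. One-hour room-temperature incubation, then coupled luciferase luminescence; 0.5 nM enzyme wells mark activation.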
Numbers without * were called inactive; ? = inconclusive; . = no result given; & = joins results of further samples; [ ] = another dose, or the depositor's remark. Calls come from the whole dose curve; as a rule, active = well fitted curve in the direction sought with a large enough effect; inconclusive = small, poorly fitted or top-dose-only effect, or another doubt; inactive = no such curve, though single readings can be large; an effect the other way counts as inactive or inconclusive. % is set by controls: 0 for no effect and ±100 for the full control effect; potency is the fitted concentration of half-maximal effect. No enrichment for hits; overall some 16% were active at least once.

SMILES | Pf growth 48h | HCV inh | Sm TGR inh | Pf growth 96h | TbPYK inhibitor | LmPK inhibitor
Cc1ccc(S(=O)(=O)N2[C@@H](c3ccccc3)C(C(=O)O)=CC[C@H]2c2cccc(Cl)c2)cc1 | -13% | 19% | -26% | 5% | -4% | .
CN1Cc2c(N3CCOCC3)nc3sc(C(=O)c4ccc(Br)cc4)c(N)c3c2CC1(C)C | 4.1µM* | -86% | 6% | 9.3µM* | 4% | -1%
CCOC(=O)c1oc2ccccc2c1NC(=O)c1ccccc1OC | 2% | ? | 0% | 0% | 1% | -5%
COc1ccccc1-n1c(SCC(=O)Nc2cccc(C(=O)O)c2)nnc1-c1ccccc1C | -12% | 13% | 10% | 52%[activator] | 0% | 11%
COc1cccc(CNC2CCCCCCC2)c1OC | 0% | 2% | -16% | -12% | 4% | -2%
COc1ccc([N+](=O)[O-])cc1NCC(=O)c1ccc(C)cc1 | -14% | -2% | ? | -5% | 2% | 2%
CCN1CCN(Cc2ccc(NC(=O)c3cc(NC(=O)c4cc(C)on4)cc(OC)c3)cc2C(F)(F)F)CC1 | ? | ? | 1% | 0.52µM* | 1%&-9% | -1%
CCN(CC)CCCNc1ncnc2ccccc12 | ? | 4% | 9%[57.1 µM] | ? | 0% | -12%
CSc1nncc(/C(C)=N\Nc2ccccc2C)n1 | . | -18% | -29% | ? | 2% | 1%
O=C(COC(=O)Cc1ccccc1F)Nc1ccccc1[N+](=O)[O-] | 61%[activator] | 8% | -25% | 61%[activator] | -2% | .
COc1ccc(NC(=O)Nc2nnc(-c3ccccc3SCc3ccccc3)s2)cc1 | . | -9% | -4% | . | -3% | -12%
COc1ccccc1NC(=S)NCCC(c1ccccc1)c1ccccc1 | -16% | 10µM* | -13% | ? | 3% | 1%
Cc1ccc(C)c(N2CCN(S(=O)(=O)c3cc4c(cc3C)NC(=O)CO4)CC2)c1 | 32%[activator] | 20% | -14% | -6% | 2% | -1%
O=C(COc1ccc(Cl)cc1)NCc1nnc2c3ccccc3c(-c3ccccc3)nn12 | -20% | 7% | -3% | 13µM* | -1% | 3%
O=C(NCCCN1CCOCC1)C(=O)NCC1OCCN1S(=O)(=O)c1cc(F)ccc1F (centres undefined) | -3% | 18% | -8% | ? | 9% | -7%
COc1ccc(S(=O)(=O)N2CCOCC2)cc1NC(=O)COC(=O)C1=COCCO1 | 8% | 0% | 5% | 0% | -21% | 1%
CCOc1ccc(CCNC(=O)c2nnc(Cc3ccc(F)cc3)o2)cc1OCC | ? | -18% | -6% | -18% | -3% | -3%
CC(C)CN1CCNC(=O)C1CC(=O)N(C)CC1CCOCC1 (centres undefined) | 18% | 14% | -22%[57.1 µM] | ? | -2% | -11%
CC[n+]1c(C=C2C=C(C)OC(C)=C2)sc2ccccc21 | ? | 2.5µM* | 2% | ? | 1% | 4%
Fc1cnc(N2CCOCC2)nc1N1CCOCC1 | 6% | -10% | . | -9% | 0% | 0%
CCCCN(CC)C(=O)c1cc2c(=O)[nH]c3ccc(C)cc3c2s1 | ? | ? | 7% | 35%[activator] | -1% | -14%
COc1ccnc(Oc2ccc(C)cc2)c1C#N | 98%[activator] | ? | 10% | 41%[activator] | 1% | -1%
Cc1cccc(NC(=O)CCSc2ccccn2)c1 | 72%[activator] | -14% | 4% | 116%[activator] | -6% | 2%
Cc1occc1C(=O)NCCCCc1ccccc1 | . | -6% | 20µM* | ? | -14% | 2%

14 of these compounds in a different format.
Order of results: Pf growth 48h	HCV inh	Sm TGR inh	Pf growth 96h	TbPYK inhibitor	LmPK inhibitor
COc1ccc(NC(=O)Nc2nnc(-c3ccccc3SCc3ccccc3)s2)cc1
  .	-9%	-4%	.	-3%	-12%
COc1ccccc1NC(=S)NCCC(c1ccccc1)c1ccccc1
  -16%	10µM*	-13%	?	3%	1%
Cc1ccc(C)c(N2CCN(S(=O)(=O)c3cc4c(cc3C)NC(=O)CO4)CC2)c1
  32%[activator]	20%	-14%	-6%	2%	-1%
O=C(COc1ccc(Cl)cc1)NCc1nnc2c3ccccc3c(-c3ccccc3)nn12
  -20%	7%	-3%	13µM*	-1%	3%
O=C(NCCCN1CCOCC1)C(=O)NCC1OCCN1S(=O)(=O)c1cc(F)ccc1F (centres undefined)
  -3%	18%	-8%	?	9%	-7%
COc1ccc(S(=O)(=O)N2CCOCC2)cc1NC(=O)COC(=O)C1=COCCO1
  8%	0%	5%	0%	-21%	1%
CCOc1ccc(CCNC(=O)c2nnc(Cc3ccc(F)cc3)o2)cc1OCC
  ?	-18%	-6%	-18%	-3%	-3%
CC(C)CN1CCNC(=O)C1CC(=O)N(C)CC1CCOCC1 (centres undefined)
  18%	14%	-22%[57.1 µM]	?	-2%	-11%
CC[n+]1c(C=C2C=C(C)OC(C)=C2)sc2ccccc21
  ?	2.5µM*	2%	?	1%	4%
Fc1cnc(N2CCOCC2)nc1N1CCOCC1
  6%	-10%	.	-9%	0%	0%
CCCCN(CC)C(=O)c1cc2c(=O)[nH]c3ccc(C)cc3c2s1
  ?	?	7%	35%[activator]	-1%	-14%
COc1ccnc(Oc2ccc(C)cc2)c1C#N
  98%[activator]	?	10%	41%[activator]	1%	-1%
Cc1cccc(NC(=O)CCSc2ccccn2)c1
  72%[activator]	-14%	4%	116%[activator]	-6%	2%
Cc1occc1C(=O)NCCCCc1ccccc1
  .	-6%	20µM*	?	-14%	2%

(list continues)
SMILES | Pf growth 48h | HCV inh | Sm TGR inh | Pf growth 96h | TbPYK inhibitor | LmPK inhibitor
O=C(NCCC(=O)N(CCc1ccccc1)Cc1ccccc1)c1ccccc1Cl | ? | -13% | -3% | ? | 2% | .
COc1ccc(/C=c2\sc3nc(=O)c(C)nn3c2=O)c(OC)c1 | 11% | 10% | -1% | 0% | -1% | -1%
COc1cc(/C=C2\SC(=S)N(CCCCC(=O)O)C2=O)ccc1OS(=O)(=O)c1ccc(C)cc1 | ? | 20% | -1% | ? | -2% | .
COc1cc2c(cc1OC)C(c1cccs1)N(C(=O)C(C)C)CC2 (centres undefined) | ? | -15% | 6% | -2% | . | 0%
CCOC(=O)C1CCCN(C2CCN(Cc3nc(Cc4ccccc4)no3)CC2)C1 (centres undefined) | ? | 1% | -2% | ? | 2% | -3%
c1csc(-c2cc(N3CCCCC3)c3ccccc3n2)c1 | ? | ? | -11% | ? | -7% | 0%
Cc1ccnc(NS(=O)(=O)c2ccc(NS(C)(=O)=O)cc2)n1 | ? | 10% | -1% | 4% | 7% | 6%
COc1ccc(N2CC(C(=O)N[C@@H](C)C(=O)NCCc3ccccc3)CC2=O)cc1 (some centres undefined) | 15% | 11% | -3% | 24% | 4% | 4%
Cc1c(C(=S)Nc2ccccc2)cnn1-c1ccccc1 | 37%[activator] | ? | 11% | 20% | -9% | 0%
COc1ccc(N(CC(=O)NCc2ccco2)C(=O)CCC(=O)Nc2nccs2)c(OC)c1 | -13% | 14% | -1% | ? | -1% | 1%
O=C(NCc1nc2ccccc2[nH]1)C1=C[C@H](C2CC2)C[C@H](OCCCCO)O1 | 14% | 7% | -7% | ? | 0% | 0%
CC(C)(C)c1nnc(NC(=O)CN2C(=O)C3C4C=CC(C4)C3C2=O)s1 (centres undefined) | ? | 1% | -18% | . | 2% | -3%
COc1ccc(CC(O)COS(N)(=O)=O)cc1 (centres undefined) | 18% | 54%[activator] | -9% | ? | 5% | -7%
CCCC(=O)N1CCc2cc(-c3nc(N)sc3C)ccc21 | 108%[activator] | -23% | 2% | 84%[activator] | -10% | 0%
O=C(O)c1c[nH]c2ccc(F)cc2c1=O | 20% | -12% | 0% | 31%[activator] | -3% | 1%
FC(F)(F)C1CCCN(c2nsc3ccccc23)C1 (centres undefined) | -84% | -3% | 1% | -54% | 6.3µM* | 12%
CCOC(=O)c1sc2nc(NC(=O)C3CC3)sc2c1C | . | 8% | -3% | ? | 0% | 3%
Cn1c(SCC(=O)Nc2ccccc2)nnc1-c1ccc(NC(=O)CCc2ccccc2)cc1 | ? | -1% | -2% | ? | 2% | 6%
O=C(Nc1cccc(Cl)c1)N1CCN(C/C=C/c2ccccc2)CC1 | ? | ? | -3% | 38%[activator] | . | -2%
Cc1ccc(-c2ccc(/C=C(\C#N)C(N)=S)o2)c([N+](=O)[O-])c1 | -13% | 12% | -8% | . | -16% | -1%
Cc1cc(C)c2c(n1)sc1c(=O)[nH]c(SCc3ccccc3)nc12 | 7% | 9% | -34% | 0% | 7% | 6%
CN1C(=O)N(C)C2(c3ccccc3)NNC(N)=NC12c1ccccc1 (centres undefined) | 29% | 9% | 7% | 41%[activator] | 6% | 6%
CC(C)OCCCn1c(NN)nc2ccccc2c1=O | ? | 15% | -1% | ? | -19% | 9%
Cc1nc2ccccn2c1C(=O)NNS(=O)(=O)c1ccc(Cl)cc1 | ? | -7% | 9% | -11% | 8% | 16%
Cc1ccc(C(=O)Cn2nnc(-c3cccs3)n2)cc1 | 65%[activator] | 10% | 2% | 93%[activator] | 2% | 0%
COc1ccccc1C1N(c2ccc(F)cc2)C(=O)C2CCCN21 (centres undefined) | ? | ? | -3% | 7% | 7% | 7%
CCOc1ccc(-n2c(N)c(-c3nc4ccccc4[nH]3)sc2=S)cc1 | -20% | ? | -6% | . | 3% | 5%
CCOC(=O)C1C(=O)NC(SCC(=O)OC)=C(C#N)C1c1ccccc1OCC (centres undefined) | 5% | 2% | 6% | . | 2% | 1%
Cc1ccc(N2C(S)=C(C#N)C(=O)NC23CCCCC3)cc1 | -9% | 13% | 1% | 2% | 5% | -1%
O=C1/C(=C/c2cccnc2)SC(=S)N1NS(=O)(=O)c1ccccc1 | 8% | 28% | 0% | ? | 0% | 4%
O=C(COC(=O)/C=C/c1ccccc1[N+](=O)[O-])Nc1ccc(OCc2ccccc2)cc1 | 95%[activator] | 4% | 4% | 114%[activator] | -6% | 1%
COc1ccc(C2(CNC(C)=O)CCCC2)cc1OC | 10% | 7% | 49%[activator] | ? | -9% | 6%
CCCc1cc(=O)[nH]c(SCC(=O)Nc2sc3c(c2C#N)CCC(C)C3)n1 (centres undefined) | 8% | -2% | 2% | 3% | -8% | -10%
CCOc1ccc(-c2cccc(NS(=O)(=O)c3cc([N+](=O)[O-])ccc3Cl)c2)nn1 | ? | 0% | -3% | ? | 2% | .
CCOc1ccccc1N1CCN(C(=S)NCc2ccc(Cl)cc2)CC1 | -14% | ? | . | -19%[5.75 µM] | 3% | -1%
O=C(CSc1ncnc2ccccc12)c1ccc2c(c1)OCCO2 | 129%[activator] | ? | 6% | 52%[activator] | 2% | 1%
CCc1ccc2oc(-c3cc(N)cc(C)c3O)nc2c1 | 193%[activator] | ? | -26% | 29% | -9% | -9%
COc1ccc2[nH]c3c(c2c1)CCN1C(=O)N([C@@H](C)C(=O)NCc2ccc(F)cc2)C(=O)[C@]31C | ? | ? | -9% | ? | 1% | -6%
